Screening data deposited in PubChem BioAssay by several laboratories.
MEKK2wt PB1 HTS: raises or lowers MEK5 binding to wildtype human MEKK2 PB1 domain; 290,000 compounds, 1.1% hits; bead flow cytometry, Alexa488-MEK5 binding to MEKK2 WT; actives lie on both sides; binding response (% of control), % at 10 µM; AID 1531; Q9Y2U5; in the data active = binding response below about 67% or above about 130%
PfM18AAP inh: blocks P. falciparum M18 aspartyl aminopeptidase | recombinant PfM18AAP, H-Glu-NHMec fluorogenic cleavage | inhibition, % at 7.35 µM | 290,000 compounds, 1.2% hits;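 active = inhibition above the campaign mean inhibition over all tested compounds plus 3 SD, cut at about 28% in these data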;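 note: 0% = plate median of test compound wells and 100% = 2 mM ZnCl2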
OXTR ag: agonists of human oxytocin receptor | activation, % at 3 µM | P30559 | 320,000 compounds, 0.32% hits | AID 2435 | CHO-OTR cells, Fluo-8 calcium fluorescence; normalized: DMSO 0%, oxytocin 100%;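 active = activation above the mean of all tested compounds plus 3 SD, cutoff set per screening run, cut at about 20% in these data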;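 note: peak over basal fluorescence ratio from a 100 s FLIPR kinetic read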
Target sequence (P30559 whole entry, looked up): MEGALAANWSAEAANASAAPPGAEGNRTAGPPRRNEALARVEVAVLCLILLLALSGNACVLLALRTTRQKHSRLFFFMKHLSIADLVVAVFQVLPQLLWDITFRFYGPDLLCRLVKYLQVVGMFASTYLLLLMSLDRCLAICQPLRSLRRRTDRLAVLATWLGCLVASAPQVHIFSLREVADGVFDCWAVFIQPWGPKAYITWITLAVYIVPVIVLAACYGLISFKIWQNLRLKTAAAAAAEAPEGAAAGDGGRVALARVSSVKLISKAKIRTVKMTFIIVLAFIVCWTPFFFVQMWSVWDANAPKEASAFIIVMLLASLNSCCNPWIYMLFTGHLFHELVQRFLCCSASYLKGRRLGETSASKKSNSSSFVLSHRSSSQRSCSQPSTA
GPR7 antagonist: human neuropeptides B/W receptor 1 antagonism; P48145; GPR7-expressing cells, fluorescence antagonist assay; inhibition, % at 4.4 µM; 290,000 compounds, 1.1% hits; AID 1861; in the data active = inhibition above about 16%, passing the limit was not always enough;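 note: cells stimulated with the agonist NPW; 0% = agonist with vehicle and 100% = vehicle without agonist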
MEKK2mut PB1 HTS: signal of MEK5 binding to mutant human MEKK2 PB1 domain; AID 1530; bead flow cytometry, Alexa488-MEK5 binding to MEKK2 mutant; 290,000 compounds, 0.35% hits; percent response, % at 10 µM; in the data active = percent response above about 24%, passing the limit was not always enough; note: inactives centre near 1; some results filed as inactive read as strong as hits
OXTR potentiate: potentiates the human oxytocin receptor response; CHO-OTR cells, Fluo-8 calcium fluorescence, potentiator mode; 0% = oxytocin EC15, 100% = EC100; activation, % at 3 µM; P30559; 320,000 compounds, 0.061% hits;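 active = activation above that plate's cutoff, the mean activation of tested compounds plus 3 SD, cut at about 6.6% in these data, passing the limit was not always enough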;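 note: 100% uses oxytocin at 75 nM as the full agonist control; some results filed as inactive read as strong as hits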
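Measured by – Fluo-8 calcium dye fluorescence · Test system – human OTR in CHO cells · Dosing – one concentration, 3.0 µM compound · Controls – EC15 oxytocin alone as 0%, 75 nM oxytocin as 100% · Evaluation – normalized max/min fluorescence ratio, % activation · Timing – 6 min pre-incubation, 100 s read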
NALP1 inh: inhibitors of NALP1 inflammasome in yeast | inhibition, % at 10 µM | AID 2071 | S. cerevisiae NALP1/ASC/caspase-1 growth, X-gal OD620, 72 h | 280,000 compounds, 0.61% hits; in the data active = inhibition mostly above about 24%, no sharp cut-off; inactive = mostly below about 32%; note: some compounds called inactive have numbers as strong as hits
V1R ag counter: counter-screen for oxytocin receptor agonists: human V1a receptor agonists | AID 2797 | activation, % at 3 µM | 320,000 compounds, 0.25% hits | P37288 | CHO-V1R cells, Fluo-8 calcium fluorescence, agonist mode; 0% DMSO, 100% 3 nM vasopressin;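 active = activation above the mean activation of all tested compounds plus 3 SD, per screening run, cut at about 20% in these data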;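 note: signal is peak over basal fluorescence ratio across a 100 second FLIPR read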
Target sequence (P37288 whole entry, looked up): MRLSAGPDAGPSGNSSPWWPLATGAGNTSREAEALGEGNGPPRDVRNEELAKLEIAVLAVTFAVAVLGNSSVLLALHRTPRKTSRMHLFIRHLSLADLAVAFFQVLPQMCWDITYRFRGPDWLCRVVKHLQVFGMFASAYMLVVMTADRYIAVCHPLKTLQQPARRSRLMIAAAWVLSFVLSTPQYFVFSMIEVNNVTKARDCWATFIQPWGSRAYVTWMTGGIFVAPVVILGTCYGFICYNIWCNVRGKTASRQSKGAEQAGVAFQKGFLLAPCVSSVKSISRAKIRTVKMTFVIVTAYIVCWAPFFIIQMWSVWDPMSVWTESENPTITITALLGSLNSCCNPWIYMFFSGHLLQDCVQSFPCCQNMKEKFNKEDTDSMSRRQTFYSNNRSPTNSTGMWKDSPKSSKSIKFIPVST
GalR3 antagonist: human GalR3 antagonism; O60755; AID 651719; 360,000 compounds, 0.44% hits; HEK293 GalR3-CNG cAMP membrane potential fluorescence; galR3 body fused to GalR1 C-terminus; inhibition, % at 3 µM;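 active = inhibition above the screen-wide average plus 3 SD, cut at about 13% in these data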;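 note: forskolin and galanin both at EC90 stimulate the cells; cAMP rise reported by CNG channel membrane potential dye signal; 0% = forskolin plus galanin with DMSO and 100% = forskolin alone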
The depositor's hits bear a star; x = no result given.

1: Cc1ccc(N(CC(=O)NC(C)c2ccccc2)S(=O)(=O)c2c(C)n[nH]c2C)cc1 (configuration not stated)
2: Cc1ccc(NCc2nnc(SC(C)C(=O)N/N=C/c3ccc(C)o3)n2-c2ccccc2)cc1 (configuration not stated)
3: CC1CCN(S(=O)(=O)c2cn(CC(=O)N3CCN(C)CC3)c(=O)c3ccccc23)CC1
4: O=C(NC1CCCCC1)C(c1ccccc1)N1CCc2ccccc21 (configuration not stated)
5: O=C(CCCc1nc2ccccc2s1)NCc1cccnc1
6: C/C(CC(=O)NC12CC3CC(CC(C3)C1)C2)=N\NC(=O)c1cnccn1
7: Cc1ccc(C(=O)OCC(=O)c2ccc[nH]2)s1
8: CCOc1ccc(N2C(=O)CC(NCc3ccc(F)cc3)C2=O)cc1 (configuration not stated)

assay / entry | 1 | 2 | 3 | 4 | 5 | 6 | 7 | 8
NALP1 inh | 20 | -1 | 20 | -10 | 2 | -10 | 10 | 3
MEKK2mut PB1 HTS | 0 | 4 | 14 | 1 | -1 | 2 | -3 | 3
MEKK2wt PB1 HTS | 99 | 108 | 103 | 95 | 101 | 105 | 88 | 102
PfM18AAP inh | 4 | -9 | 0 | 6 | 0 | -2 | -9 | -11
V1R ag counter | 1.1 | -0.8 | x | -1.4 | 0.3 | 0.3 | -0.2 | 1.2
OXTR ag | 0.2 | -1.8 | x | -0.9 | 0.1 | -0.5 | 1.1 | -0.9
GalR3 antagonist | -8 | -1 | -1 | 4 | -4 | -4 | -5 | -4
GPR7 antagonist | -8 | -1 | -7 | -1 | -1 | 8 | 7 | -14
OXTR potentiate | -14 | -9 | x | -5 | -9 | -7 | -5 | 2

9: CC1CCCC(C)N1C(=O)CSc1nnc(C2CCCCC2)o1 (configuration not stated)
10: CCOC(=O)C1=C(c2ccccc2)NC(=S)NC1c1ccc(Cl)c([N+](=O)[O-])c1 (configuration not stated)
11: O=C(c1ccc(C23CC4CC(CC(C4)C2)C3)o1)N1CCOCC1
12: CCc1nc(NC(C)(C)C)c2cnn(-c3ccccc3)c2n1
13: CCN(C(=O)COC(=O)c1cc(S(=O)(=O)N2CCOCC2)c(Cl)cc1Cl)C1CCS(=O)(=O)C1 (configuration not stated)
14: COc1ccc([C@H]2CC(=O)C=C(c3cccc(C(F)(F)F)c3)C2)cc1
15: CCOC(=O)c1c(NS(=O)(=O)Cc2ccccc2)sc2c1CCCC2
16: CCN1C(=O)/C(=C\c2cccc(OC(=O)c3ccco3)c2)SC1=S

assay / entry | 9 | 10 | 11 | 12 | 13 | 14 | 15 | 16
NALP1 inh | -1 | 12 | 8 | 14 | 25 | x | 8 | -2
MEKK2mut PB1 HTS | 1 | -1 | -3 | 4 | -2 | x | 4 | 1
MEKK2wt PB1 HTS | 104 | 94 | 95 | 106 | 97 | x | 101 | 93
PfM18AAP inh | 2 | 13 | 11 | 1 | 4 | x | 6 | 1
V1R ag counter | -0.8 | -1.1 | 1.9 | 1.2 | 0.9 | 1.0 | 0.0 | 0.4
OXTR ag | -0.8 | -3.2 | -0.1 | 1.4 | 0.6 | 0.3 | -0.1 | 0.7
GalR3 antagonist | -4 | x | -4 | -11 | -3 | 11 | -5 | -10
GPR7 antagonist | 5 | 1 | -8 | -12 | 6 | x | -6 | -5
OXTR potentiate | -2 | -6 | -7 | -6 | -1 | -5 | 2 | -6

Some entries already given with just MEKK2wt PB1 HTS, OXTR ag and NALP1 inh:
| cpd | SMILES | MEKK2wt PB1 HTS | OXTR ag | NALP1 inh |
| --- | --- | --- | --- | --- |
| 10 | CCOC(=O)C1=C(c2ccccc2)NC(=S)NC1c1ccc(Cl)c([N+](=O)[O-])c1 (configuration not stated) | 94 | -3.2 | 12 |
| 12 | CCc1nc(NC(C)(C)C)c2cnn(-c3ccccc3)c2n1 | 106 | 1.4 | 14 |
| 15 | CCOC(=O)c1c(NS(=O)(=O)Cc2ccccc2)sc2c1CCCC2 | 101 | -0.1 | 8 |
| 14 | COc1ccc([C@H]2CC(=O)C=C(c3cccc(C(F)(F)F)c3)C2)cc1 | x | 0.3 | x |
| 13 | CCN(C(=O)COC(=O)c1cc(S(=O)(=O)N2CCOCC2)c(Cl)cc1Cl)C1CCS(=O)(=O)C1 (configuration not stated) | 97 | 0.6 | 25 |

One compound at a time, from the list above. Screens in order: NALP1 inh	MEKK2mut PB1 HTS	MEKK2wt PB1 HTS	PfM18AAP inh	V1R ag counter	OXTR ag	GalR3 antagonist	GPR7 antagonist	OXTR potentiate
`CCc1nc(NC(C)(C)C)c2cnn(-c3ccccc3)c2n1` across the screens: 14	4	106	1	1.2	1.4	-11	-12	-6
`O=C(c1ccc(C23CC4CC(CC(C4)C2)C3)o1)N1CCOCC1` across the screens: 8	-3	95	11	1.9	-0.1	-4	-8	-7

Following part
17: COc1ccc(CNC(=O)C2(C)Cc3ccccc3C(=O)O2)cc1 (configuration not stated)
18: CCc1nonc1NC(=O)c1oc2cc(C)c(C)cc2c1C
19: COC(=O)c1ccc(S(=O)(=O)N2CCCCC2)o1
20: CCOn1c(SC(C)C)nc2ccccc2c1=O
21: CCOC(=O)c1[nH]cnc1C(=O)NC1CCCCC1
22: COc1ccc(C(=O)O/N=C(\N)c2ccncc2)cc1OC
23: COc1ccc(CCNC(=O)C2CCCN(S(=O)(=O)c3ccc(F)cc3)C2)cc1 (configuration not stated)
24: COc1ccc(F)cc1S(=O)(=O)NC(Cc1ccccc1)C(N)=O (configuration not stated)

assay / entry | 17 | 18 | 19 | 20 | 21 | 22 | 23 | 24
NALP1 inh | 10 | 32 | -2 | 5 | -9 | 11 | 6 | 4
MEKK2mut PB1 HTS | -6 | -5 | -3 | -3 | 1 | -1 | 3 | x
MEKK2wt PB1 HTS | 100 | 99 | 100 | 93 | 99 | 97 | 101 | x
PfM18AAP inh | 0 | 0 | 2 | 5 | 9 | 2 | 2 | 1
V1R ag counter | 2.5 | -1.6 | 0.8 | -1.8 | 2.2 | -0.1 | 3.2 | 1.8
OXTR ag | -1.0 | -2.5 | -0.8 | -0.9 | 0.1 | -0.2 | -0.1 | 1.2
GalR3 antagonist | -3 | -9 | -5 | -4 | 0 | -3 | -5 | -3
GPR7 antagonist | -11 | -17 | 15 | -6 | 5 | -2 | -11 | -9
OXTR potentiate | -6 | 3 | -8 | 1 | -8 | 4 | -6 | -3

25: C=CCOc1ccc(-c2nc3c(c(=O)[nH]c(=O)n3Cc3ccccc3)n2CCCOC)cc1
26: Nc1cc(N)c(OCC(F)(F)F)cc1OCC(F)(F)F
27: O=C(NCCc1ccc(Cl)cc1)C1CCN(S(=O)(=O)N2CCC3(CC2)OCCO3)CC1
28: CC(C)(C)c1ccc(NC(=O)Nc2ccc(OCC(=O)N3CCOCC3)cc2)cc1
29: COc1ccccc1CNC(=O)c1cccc(S(=O)(=O)N2CCN(C)CC2)c1
30: CCc1ccc(NC(=O)CCn2cccc2)cc1
31: O=C(Nc1ccc2c(c1)C(=O)OC2)c1ccc(Cl)cc1Cl
32: Cc1ccc(Cn2cc(-c3ccccc3)nn2)cc1

assay / entry | 25 | 26 | 27 | 28 | 29 | 30 | 31 | 32
NALP1 inh | 14 | 4 | 20 | 3 | 9 | 15 | 12 | 20
MEKK2mut PB1 HTS | -1 | -13 | 1 | 2 | -5 | 1 | 9 | -6
MEKK2wt PB1 HTS | 98 | 94 | 100 | 108 | 96 | 103 | 104 | 103
PfM18AAP inh | 5 | 15 | -1 | 1 | -5 | 2 | -7 | 6
V1R ag counter | -0.3 | -0.8 | 2.9 | 1.1 | 0.3 | -0.8 | 0.0 | 4.0
OXTR ag | 0.2 | -0.4 | 1.1 | 0.6 | -0.1 | -1.5 | 0.8 | 0.5
GalR3 antagonist | -8 | x | -1 | -1 | -2 | -4 | -7 | -1
GPR7 antagonist | -4 | -17 | 2 | -11 | -13 | 3 | 4 | 16
OXTR potentiate | -5 | -9 | -4 | -1 | -6 | -19 | -6 | 1

Molecules above containing a thiophene ring, fused or not, in the order listed:
7: Cc1ccc(C(=O)OCC(=O)c2ccc[nH]2)s1
15: CCOC(=O)c1c(NS(=O)(=O)Cc2ccccc2)sc2c1CCCC2

assay / entry | 7 | 15
NALP1 inh | 10 | 8
MEKK2mut PB1 HTS | -3 | 4
MEKK2wt PB1 HTS | 88 | 101
PfM18AAP inh | -9 | 6
V1R ag counter | -0.2 | 0.0
OXTR ag | 1.1 | -0.1
GalR3 antagonist | -5 | -5
GPR7 antagonist | 7 | -6
OXTR potentiate | -5 | 2

Additional results
33: Cc1cccc(Nc2ncnc3ccc(Br)cc23)c1
34: CCc1noc(C)c1C(=O)N1CCN(c2cccc(C)c2C)CC1
35: O=C1CC(C(=O)N2CCC(N3CCC(C(=O)NC4CC4)CC3)CC2)c2ccccc21 (configuration not stated)
36: O=C(Nc1cccc(Cl)c1)Nc1nnc(-c2ccccc2)o1
37: O=C1CCC(CCC(=O)N2CCCC(C(=O)c3cccc(C(F)(F)F)c3)C2)=NN1 (configuration not stated)
38: O=C(Cn1cc(C(=S)N2CCOCC2)c2ccccc21)N1CCOCC1
39: O=C1c2ccccc2NC(c2ccc(-c3ccc(C(F)(F)F)cc3)o2)N1O (configuration not stated)
40: Cc1cc(C)c(C)c(S(=O)(=O)NCC(=O)O)c1C

assay / entry | 33 | 34 | 35 | 36 | 37 | 38 | 39 | 40
NALP1 inh | 8 | x | 8 | -3 | 2 | 17 | x | -5
MEKK2mut PB1 HTS | -3 | x | -1 | -9 | 1 | 13 | x | 9
MEKK2wt PB1 HTS | 96 | x | 101 | 91 | 96 | 106 | x | 106
PfM18AAP inh | -3 | x | 0 | -9 | -2 | 0 | x | -5
V1R ag counter | -1.5 | -0.2 | 1.9 | 0.7 | 0.9 | 1.1 | -0.1 | 1.1
OXTR ag | -2.4 | -0.6 | -0.3 | 1.5 | -1.1 | 0.9 | 2.1 | 1.0
GalR3 antagonist | -2 | -5 | -5 | -1 | -6 | -2 | -2 | 0
GPR7 antagonist | -19 | x | -11 | -6 | -2 | -3 | x | -12
OXTR potentiate | -12 | 0 | -4 | -3 | -13 | -2 | -4 | 1

41: COc1cc2c(cc1OC)C(C)N(C(=O)c1cc3c(s1)-c1c(C)cccc1OC3)CC2 (configuration not stated)
42: COc1ccc(OCCC(=O)N2CCCCC2)cc1
43: CCOc1nc(Nc2ccc(Cl)cc2)nc(OCC)n1
44: O=S(=O)(NCC1CCCO1)c1ccc(Br)cc1 (configuration not stated)

assay / entry | 41 | 42 | 43 | 44
NALP1 inh | 26 | -20 | 20 | -8
MEKK2mut PB1 HTS | -4 | x | 5 | 0
MEKK2wt PB1 HTS | 98 | x | 107 | 99
PfM18AAP inh | 2 | -4 | -3 | 3
V1R ag counter | 0.4 | 0.7 | -1.5 | 7.0
OXTR ag | -1.0 | 0.8 | -2.4 | -0.9
GalR3 antagonist | 2 | -2 | -11 | -7
GPR7 antagonist | -15 | -13 | -21 | -2
OXTR potentiate | -8 | -3 | -9 | -5
